# Screening results as filed in PubChem BioAssay.
# STK33 inh = inhibitors of human STK33 kinase; Q9BYT3; ADP-Glo luminescence, MBP substrate; inhibition, % at 12.5 µM; actives 0.44% (n = 27,000); AID 2322; in the data active = inhibition above about 20%
# Target sequence (Q9BYT3 whole entry, looked up): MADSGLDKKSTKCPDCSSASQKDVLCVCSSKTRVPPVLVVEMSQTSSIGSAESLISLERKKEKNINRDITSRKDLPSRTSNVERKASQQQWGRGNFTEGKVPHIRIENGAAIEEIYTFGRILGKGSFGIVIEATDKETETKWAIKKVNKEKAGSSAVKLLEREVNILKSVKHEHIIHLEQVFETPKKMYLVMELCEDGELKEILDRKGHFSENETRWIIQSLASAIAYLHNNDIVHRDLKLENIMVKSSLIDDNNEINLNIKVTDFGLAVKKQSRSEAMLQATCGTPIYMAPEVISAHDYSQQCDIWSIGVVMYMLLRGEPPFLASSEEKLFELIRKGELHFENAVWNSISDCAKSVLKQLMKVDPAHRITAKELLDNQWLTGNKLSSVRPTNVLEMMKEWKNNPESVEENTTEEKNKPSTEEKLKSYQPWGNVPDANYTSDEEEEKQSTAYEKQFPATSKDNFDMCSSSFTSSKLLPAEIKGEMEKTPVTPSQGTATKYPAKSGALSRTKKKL
# p53 PUMA act = restores mutant p53 pathway signaling in SW480 cells | SW480 PUMA-promoter luciferase, p53 mutant reactivation | activation, % at 9.98 µM | actives 1.5% (n = 28,000) | AID 624151; in the data active = activation above about 52%
# * = called active by the depositor; x = no result given. Only part of the results is shown. The share of hits here may be higher or lower than overall.
SMILES,STK33 inh,p53 PUMA act
COc1cc(NC(=O)COc2ccc3ccccc3c2Br)c(OC)cc1Cl,2.0,18.1
COc1cc(OC)c(C2=NOC(C(=O)NCc3cccnc3)C2)cc1Cl (stereo not drawn),-3.1,11.3
CC(C)NC(=O)N(C)C[C@H]1OCCCC[C@@H](C)Oc2ccc(N(C)C)cc2C(=O)N([C@H](C)CO)C[C@@H]1C,-1.7,9.3
C[C@@H]1CN([C@H](C)CO)C(=O)c2cccc(NC(=O)NC3CCCCC3)c2O[C@@H]1CN(C)C(=O)Nc1ccccc1,x,-4.5
Cc1ccc2cccc(OCc3ccc(Br)cc3)c2n1,x,8.8
Clc1cccc(Cl)c1Cn1cnc2c(Oc3cccnc3)ncnc21,-1.0,-5.4
O=C(CSc1nc2ccccc2s1)c1cc2ccccc2oc1=O,-1.1,46.0
CC(=O)c1c(C)nn(CC(O)COc2ccc(C(=O)c3ccc(Cl)cc3)cc2)c1C (stereo not drawn),3.7,-20.5
C[C@H]1CN([C@@H](C)CO)C(=O)Cc2cc(NS(=O)(=O)c3ccc(Cl)cc3)ccc2O[C@@H]1CN(C)S(=O)(=O)c1ccccc1,3.1,x
C[C@@H]1CCCCO[C@H](CN(C)C(=O)C2CCCCC2)[C@@H](C)CN([C@H](C)CO)C(=O)c2cc(NS(=O)(=O)c3cccs3)ccc2O1,-5.0,-6.9
C[C@H]1CN([C@@H](C)CO)C(=O)CCCn2nncc2CO[C@@H]1CN(C)C(=O)Nc1ccccc1F,-4.1,13.3
C[C@@H]1CN([C@@H](C)CO)C(=O)c2cc(NC(=O)Cn3cnnn3)ccc2O[C@@H]1CN(C)C(=O)Nc1ccc(C(F)(F)F)cc1,-2.1,x
C[C@@H]1CCCCO[C@H](CN(C)C(=O)CCC(F)(F)F)[C@H](C)CN([C@@H](C)CO)C(=O)c2cc(NS(C)(=O)=O)ccc2O1,x,0.0
CC(=O)N(C)C[C@H]1Oc2cc(C#CC(C)(C)O)ccc2S(=O)(=O)N([C@@H](C)CO)C[C@H]1C,x,4.8
CCc1ccc(NC(=O)CSc2nc3ccccc3[nH]2)cc1,0.5,-7.3
c1ccc2c(c1)OCC(c1nnc3sc(-c4cnccn4)nn13)O2 (stereo not drawn),1.2,-0.8
CC(C)NC(=O)Nc1ccc2c(c1)C(=O)N([C@H](C)CO)C[C@@H](C)[C@H](CN(C)C(=O)Cc1ccccc1)OCCCC[C@@H](C)O2,x,3.4
C[C@H](CO)N1C[C@H](C)[C@H](CN(C)C(=O)NC2CCCCC2)Oc2ccc(NC(=O)C3CCCCC3)cc2CC1=O,-1.1,x
COc1ccc(S(=O)(=O)Nc2ccc3c(c2)CC(=O)N([C@@H](C)CO)C[C@@H](C)[C@@H](CN(C)S(=O)(=O)c2ccc(F)cc2)O3)cc1,-3.3,x
Cc1cc(Br)ccc1NC(=O)CSc1nnc(N)s1,0.0,38.9
COc1ccc(NC(=O)CSc2ncnc3scc(-c4ccccc4)c23)c([N+](=O)[O-])c1,-2.0,-6.2
O=S(=O)(c1cccc2cnccc12)N1CCNCC1,x,13.3
COCC(=O)N(C)C[C@H]1Oc2cc(C#CC(C)C)ccc2S(=O)(=O)N([C@H](C)CO)C[C@H]1C,x,5.0
C[C@H]1CN([C@@H](C)CO)C(=O)Cc2cc(NC(=O)Cc3ccccc3)ccc2O[C@@H]1CN(C)C,2.2,x
CC(CCc1ccccc1)NCC(O)c1ccc(O)c(C(N)=O)c1 (stereo not drawn),-2.3,x
Cc1noc(C)c1NC(=O)N(C)C[C@@H]1Oc2c(NC(=O)c3nc4ccccc4s3)cccc2C(=O)N([C@@H](C)CO)C[C@H]1C,x,-7.3
NCCCc1nc2cc3ccccc3cc2[nH]1,x,9.8
c1ccc(-c2nnc(SCc3nc4ccccc4s3)n2-c2ccccc2)cc1,2.3,16.3
C[C@@H]1CN([C@H](C)CO)C(=O)c2cccc(NS(=O)(=O)c3cn(C)cn3)c2O[C@H]1CN(C)Cc1ccc(Cl)c(Cl)c1,x,5.8
NC(=O)CSc1nnnn1-c1cccc(O)c1,-0.6,-7.8

# Already shown: an excerpt of the list.
SMILES,STK33 inh,p53 PUMA act
c1ccc2c(c1)OCC(c1nnc3sc(-c4cnccn4)nn13)O2 (stereo not drawn),1.2,-0.8
CC(C)NC(=O)Nc1ccc2c(c1)C(=O)N([C@H](C)CO)C[C@@H](C)[C@H](CN(C)C(=O)Cc1ccccc1)OCCCC[C@@H](C)O2,x,3.4
C[C@H](CO)N1C[C@H](C)[C@H](CN(C)C(=O)NC2CCCCC2)Oc2ccc(NC(=O)C3CCCCC3)cc2CC1=O,-1.1,x
COc1ccc(S(=O)(=O)Nc2ccc3c(c2)CC(=O)N([C@@H](C)CO)C[C@@H](C)[C@@H](CN(C)S(=O)(=O)c2ccc(F)cc2)O3)cc1,-3.3,x
Cc1cc(Br)ccc1NC(=O)CSc1nnc(N)s1,0.0,38.9
COc1ccc(NC(=O)CSc2ncnc3scc(-c4ccccc4)c23)c([N+](=O)[O-])c1,-2.0,-6.2
O=S(=O)(c1cccc2cnccc12)N1CCNCC1,x,13.3
COCC(=O)N(C)C[C@H]1Oc2cc(C#CC(C)C)ccc2S(=O)(=O)N([C@H](C)CO)C[C@H]1C,x,5.0
C[C@H]1CN([C@@H](C)CO)C(=O)Cc2cc(NC(=O)Cc3ccccc3)ccc2O[C@@H]1CN(C)C,2.2,x
CC(CCc1ccccc1)NCC(O)c1ccc(O)c(C(N)=O)c1 (stereo not drawn),-2.3,x
Cc1noc(C)c1NC(=O)N(C)C[C@@H]1Oc2c(NC(=O)c3nc4ccccc4s3)cccc2C(=O)N([C@@H](C)CO)C[C@H]1C,x,-7.3

# Next section
SMILES,STK33 inh,p53 PUMA act
C[C@@H]1CN([C@@H](C)CO)C(=O)Cc2cc(NC(=O)CCC(F)(F)F)ccc2O[C@@H]1CN(C)C(=O)Nc1ccccc1,1.9,-1.7
C[C@H]1CN([C@@H](C)CO)C(=O)c2cc(C3=CCCC3)cnc2O[C@H]1CN(C)Cc1cccc(F)c1,x,1.1
COc1ccc(/C=N/C2=NNC(=O)C(CC(=O)O)S2)cc1 (stereo not drawn),-3.8,x
C[C@@H]1CN([C@@H](C)CO)C(=O)Cc2cc(NC(=O)Nc3ccc4c(c3)OCO4)ccc2O[C@H]1CN(C)CC1CC1,x,-0.1
C[C@@H]1CN([C@H](C)CO)S(=O)(=O)c2ccc(-c3cccnc3)cc2O[C@@H]1CN(C)C,x,8.0
C[C@@H]1CCCCO[C@@H](CN(C)C(=O)Nc2ccccc2)[C@@H](C)CN([C@@H](C)CO)C(=O)c2cc(N(C)C)ccc2O1,x,4.1
Cc1[nH]c2ccccc2c1C(=O)CSc1n[nH]c(N)n1,3.3,-0.1
COc1ccc(S(=O)(=O)Nc2ccc3c(c2)C(=O)N([C@H](C)CO)C[C@H](C)[C@@H](CN(C)CC2CC2)O3)cc1,x,4.8
C[C@H]1CN([C@@H](C)CO)C(=O)c2cccc(NS(=O)(=O)c3ccccc3)c2O[C@@H]1CN(C)S(=O)(=O)c1cccs1,x,0.4
C[C@@H]1CCCCO[C@@H](CN(C)S(=O)(=O)c2cccs2)[C@H](C)CN([C@H](C)CO)C(=O)c2cc(NS(C)(=O)=O)ccc2O1,x,-8.2
C[C@H]1CN([C@@H](C)CO)C(=O)c2cc(/C=C/c3ccccc3)cnc2O[C@H]1CN(C)C(=O)CN1CCOCC1,x,12.3
CCOC(=O)COc1cccc(-c2nc3ccccc3s2)c1,-1.6,-21.8
CCc1ccccc1NC(=O)CSc1nnc(N)s1,0.2,10.1
CC(C)NC(=O)Nc1ccc2c(c1)CC(=O)N([C@@H](C)CO)C[C@H](C)[C@@H](CN(C)S(=O)(=O)c1ccccc1)O2,-1.0,x
COc1ccccc1NC(=O)CSc1nnc(-c2ccc(F)cc2)n1C,-4.3,-7.9
COc1ccc(NC(=O)c2cccc(NC(=O)C3C4CC5OC(=O)C3C5C4)c2)c(OC)c1 (stereo not drawn),1.0,8.8
O=C(CSc1nc2ccccc2c(=O)n1CC1CCCO1)c1ccc(Br)cc1 (stereo not drawn),1.9,4.6
CCCN(C)C[C@H]1Oc2cc(-c3ccc(C)cc3)ccc2S(=O)(=O)N([C@@H](C)CO)C[C@H]1C,x,-10.3
C[C@@H]1CN([C@@H](C)CO)C(=O)CCCn2cc(nn2)CO[C@H]1CN(C)C(=O)Nc1ccc(-c2cccs2)cc1,0.4,17.8
C[C@H](CO)N1C[C@H](C)[C@H](CN(C)S(=O)(=O)c2cn(C)cn2)Oc2ccc(NC(=O)Nc3ccccc3)cc2C1=O,-2.9,x
CCC(=O)N1CCN(c2ccc(Cl)cc2NC(=O)COc2cc(C)c(Cl)c(C)c2)CC1,0.7,-21.7
CC/C=C\C=C1\C(=O)C=CC1CCCCCCCC(=O)O (stereo not drawn),-0.9,x
C[C@@H]1CCCCO[C@H](CN(C)S(=O)(=O)c2ccccc2)[C@@H](C)CN([C@H](C)CO)C(=O)c2cc(NC(=O)c3ccccc3)ccc2O1,-0.9,x
COc1ccc(NC(=O)N(C)C[C@@H]2Oc3ccc(N(C)C)cc3C(=O)N([C@H](C)CO)C[C@@H]2C)cc1,2.2,x
C[C@H](CO)N1C[C@H](C)[C@H](CN(C)Cc2ccc(C(=O)O)cc2)Oc2c(NC(=O)Nc3cccc4ccccc34)cccc2C1=O,x,-10.8
C[C@H]1CN([C@@H](C)CO)C(=O)c2cc(C#CC3(O)CCCC3)cnc2O[C@H]1CN(C)S(C)(=O)=O,x,-4.8
Cc1cc(C)c(OCCCCNCCO)c(C)c1,-8.0,-9.0
COc1cccc(S(=O)(=O)Nc2ccc3c(c2)[C@@H]2C[C@H](CC(=O)NC4CCCCC4)O[C@@H](CO)[C@@H]2O3)c1,x,-12.5
C[C@H](CO)N1C[C@H](C)[C@@H](CN(C)S(=O)(=O)c2ccccc2)Oc2ccc(NC(=O)NC3CCCCC3)cc2C1=O,x,10.9
COc1ccccc1CN(C)C[C@@H]1OCc2cn(nn2)CCCC(=O)N([C@@H](C)CO)C[C@H]1C,-1.4,0.2
C[C@@H]1CN([C@@H](C)CO)C(=O)c2cc(NC(=O)Nc3ccc4c(c3)OCO4)ccc2O[C@H]1CN(C)C,x,10.3
COc1ccc(NC(=O)N(C)C[C@@H]2Oc3ncc(/C=C/c4ccccc4)cc3C(=O)N([C@H](C)CO)C[C@@H]2C)cc1,0.9,x
COc1ccc(S(=O)(=O)Nc2ccc3c(c2)C(=O)N([C@@H](C)CO)C[C@@H](C)[C@H](CN(C)Cc2ccncc2)O3)cc1,x,2.8
C[C@@H]1CN([C@H](C)CO)C(=O)Cc2cc(NC(=O)Nc3ccc(F)cc3)ccc2O[C@H]1CN(C)C(=O)NC1CCCCC1,0.2,3.0
COc1ccc(S(=O)(=O)N(C)C[C@H]2Oc3ccc(NC(=O)CCC(F)(F)F)cc3C(=O)N([C@H](C)CO)C[C@H]2C)cc1,x,-21.6
O=C(CSc1nc2ccc([N+](=O)[O-])cc2[nH]1)Nc1ccc2c(c1)OCCO2,3.3,-23.9
COc1ccc(S(=O)(=O)Nc2ccc3c(c2)C(=O)N([C@H](C)CO)C[C@H](C)[C@@H](CN(C)Cc2ccc(Cl)c(Cl)c2)OCCCC[C@@H](C)O3)cc1,4.5,x
C=C1C2CC[C@@]3(C)[C@H](c4ccoc4)OC(=O)C[C@]13O[C@H]1CC(=O)C(C)(C)C(CC(=O)OC)[C@@]21C (stereo partly drawn),5.9,x
C[C@H]1CC(O)C23COC(=O)[C@@H]2CCC[C@@H]3[C@@]12C[C@@H](c1ccoc1)OC2=O (stereo partly drawn),10.1,x
C[C@H](CO)N1C[C@H](C)[C@@H](CN(C)C(=O)Nc2ccc(C(F)(F)F)cc2)Oc2ccc(N(C)C)cc2C1=O,x,5.2
Cc1noc(C)c1NC(=O)N(C)C[C@@H]1Oc2ccc(NC(=O)Nc3ccc(F)cc3)cc2C(=O)N([C@@H](C)CO)C[C@@H]1C,x,4.8
Nc1c(O)cccc1C(=O)O,-5.3,5.3
C[C@H](CO)N1C[C@H](C)[C@@H](CN(C)S(=O)(=O)c2cn(C)cn2)Oc2ccc(NC(=O)Nc3ccc4c(c3)OCO4)cc2C1=O,x,-0.7
Cc1c(/C=C2\SC(=Nc3ccccc3)N(C3CCCC3)C2=O)c2ccccc2n1CC(N)=O,x,-21.5
O=C(NC(OCc1ccccc1)(C(F)(F)F)C(F)(F)F)c1ccccc1,-1.7,x
Cc1noc(C)c1S(=O)(=O)Nc1ccc2c(c1)CC(=O)N([C@@H](C)CO)C[C@H](C)[C@@H](CN(C)C(=O)NC1CCCCC1)O2,-3.1,x
C[C@H](CO)N1C[C@H](C)[C@H](CN(C)C(=O)NC2CCCCC2)Oc2ccc(NC(=O)Cn3cnnn3)cc2C1=O,-2.3,8.9
CC(C)NC(=O)N(C)C[C@H]1Oc2ccc(NS(=O)(=O)c3ccccc3)cc2CC(=O)N([C@@H](C)CO)C[C@H]1C,0.8,1.5
COc1ccc(OCC(=O)Nc2ccccc2-c2nc3ccccc3s2)cc1,-3.8,1.2
CCCNC(=O)N(C)C[C@@H]1Oc2cc(C#CCOC)ccc2S(=O)(=O)N([C@H](C)CO)C[C@H]1C,x,9.0
Cc1noc(C)c1S(=O)(=O)N(C)C[C@@H]1OCc2cnnn2CCCC(=O)N([C@H](C)CO)C[C@@H]1C,-2.9,-5.2
C[C@@H]1CN([C@@H](C)CO)C(=O)c2cc(NC(=O)Nc3ccccc3)ccc2O[C@@H]1CN(C)S(=O)(=O)c1ccc(F)cc1,-1.4,x
CNC[C@@H]1Oc2ccc(NC(=O)NC(C)C)cc2CC(=O)N([C@@H](C)CO)C[C@@H]1C,0.4,11.7
CC1(C)Cc2nc3sc4c(SCC(=O)N5CCOCC5)ncnc4c3cc2CO1,3.1,22.6
Cc1ccc(-c2noc(CN(C(C)C)S(=O)(=O)c3ccccc3)n2)cc1,-0.9,-15.7
C[C@@H]1CN([C@H](C)CO)C(=O)CCCn2nncc2CO[C@H]1CN(C)Cc1ccc2c(c1)OCCN2C,-2.2,2.3
Cc1ccc(OCC(=O)Nc2ccc3c(c2)oc2ccccc23)cc1[N+](=O)[O-],2.0,-6.6
CC(=O)Nc1cccc(-c2nnc(SCC(=O)Nc3cccc(Cl)c3)n2C)c1,10.8,-17.4
